Assay outcomes as filed in PubChem BioAssay.
Lamin A splicing – qHTS Assay for Modulators of Lamin A Splicing. HeLa LMNA splicing GFP/RFP minigene ratio, 48 h. Potency, µM (titrated, usually from 46.1 µM), inactives show at the highest dose ratio change, negative = inhibition, most hits filed as inhibitors. actives 0.01% (n = 200,000). AID 1487, 2009; active = well fitted inhibition curve with a large enough effect in the signal ratio, with a control signal flat, not every such curve was filed as active; inconclusive = small, poorly fitted or top-dose-only effect, or effect the other way, or a change in a side signal; the % refers to the signal ratio; also: potency is read from the fitted curve at half-maximal effect; % is scaled to controls: 0 for no effect and ±100 for the full control effect
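Read-out is the ratio of GFP to DsRed2 object intensity, acquired by 488 nm laser-scanning cytometry on HeLa lamin A-EGFP minigene reporter cells. Compound incubation 48 hrs at 37 °C in Opti-MEM with 2% FBS; DMSO 0.5% final.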
IMPase Li cell – qHTS Assay for Identifying the Cell-Membrane Permeable IMPase Inhibitors: Potentiation with Lithium; CHO-M1 cells, IP1 TR-FRET (IP-One), carbachol + lithium; Potency, µM (highest dose often 59.4 µM), for the others: top-dose activity, negative = IMPase inhibition, usual class: inhibitors; actives 0.35% (n = 210,000); AID 1457, 2008;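 also: IP1 builds up when IMPase is blocked and the TR-FRET signal falls; potency is read from the fitted curve at half-maximal effect; plate controls were basal vehicle for no effect and high inhibitor control for full effect; nearly all actives have a fitted effect of over 50% in size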
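IP1 accumulation measured by competitive TR-FRET in lysed CHO-M1 cells after 30 min compound exposure at 37C, with a small lithium addition to potentiate weak responses. Hill-equation AC50 from ratio and donor-channel data.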
CBFb RUNX1 block – qHTS Assay for Compounds Blocking the Interaction Between CBF-beta and RUNX1 for the Treatment of Acute Myeloid Leukemia; Runt-related transcription factor 1 (Homo sapiens) + Core-binding factor subunit beta …; 230,000 tested, under 10 active; Potency, µM (doses to about 59.8 µM), for the others: at the top dose activity, negative = inhibition, actives largely listed as inhibitors; AlphaScreen CBFb-His/RUNX1-biotin binding, biochemical; AID 1477, 2009; also: % of control where 0% means no effect
Target sequence (Q01196 whole entry, looked up): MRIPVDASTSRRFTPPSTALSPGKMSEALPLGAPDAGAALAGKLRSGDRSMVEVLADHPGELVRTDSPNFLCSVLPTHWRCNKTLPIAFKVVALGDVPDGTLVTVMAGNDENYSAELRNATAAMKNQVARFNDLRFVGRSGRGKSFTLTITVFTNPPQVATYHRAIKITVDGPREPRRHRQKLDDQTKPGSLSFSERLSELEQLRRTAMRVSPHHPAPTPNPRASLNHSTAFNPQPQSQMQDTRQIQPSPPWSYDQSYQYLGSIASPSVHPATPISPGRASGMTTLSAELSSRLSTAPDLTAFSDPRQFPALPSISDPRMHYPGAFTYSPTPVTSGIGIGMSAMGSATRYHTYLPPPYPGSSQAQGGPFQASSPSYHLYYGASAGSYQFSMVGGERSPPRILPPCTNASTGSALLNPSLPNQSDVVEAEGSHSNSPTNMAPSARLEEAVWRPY
Target sequence (Q13951 whole entry, looked up): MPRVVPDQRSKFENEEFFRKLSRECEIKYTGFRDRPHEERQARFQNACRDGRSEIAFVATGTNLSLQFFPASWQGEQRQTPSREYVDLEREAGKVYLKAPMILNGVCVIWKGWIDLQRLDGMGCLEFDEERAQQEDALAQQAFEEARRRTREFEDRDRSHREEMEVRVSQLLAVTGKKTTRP
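Room-temperature protein-protein interaction test with 30 nM each of His-tagged CBF-beta and biotinylated RUNX1, 15 min with compound, then 90 min with nickel plus streptavidin beads. Signal read in AlphaScreen mode.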
SMN2 splice up – qHTS Assay for Enhancers of SMN2 Splice Variant Expression | HEK293 SMN2-luciferase splicing reporter, luminescence, 30-36 h | Potency, µM (series often up to 46.1 µM), inactives show at the top dose activity change, positive = activation, usual class: activators | actives 2.8% (n = 210,000) | AID 1458, 2008; also: potency is read from the fitted curve at half-maximal effect; % of control where 0% means no effect; nearly all actives have a fitted effect of over 55% in size
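HEK293 cells carry an SMN2 minigene-luciferase reporter in which exon 7 inclusion puts luciferase in frame. Cells were seeded at 2000 cells/well, attached for 10-12 hours, then exposed to compounds for 30-36 hours at 37C before ONE-Glo luminescence.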
KinaseGlo FLuc – Counterscreen for Luciferase (Kinase-Glo TM) Inhibition; Kinase-Glo luciferase, ATP luminescence, 8 min; actives 0.28% (n = 200,000); Potency, µM (titrated, usually from 38.3 µM), for the others: at the highest dose activity change, negative = inhibition, most hits filed as inhibitors; Luciferin 4-monooxygenase (Photuris pensylvanica), Q27757; AID 1379, 2008; also: potency is read from the fitted curve at half-maximal effect; % is scaled to controls: 0 for no effect and ±100 for the full control effect; nearly all actives have a fitted effect of over 60% in size
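Recombinant Kinase-Glo luciferase, 10 uM ATP (linear range), luciferin; imidazole pH 7.2 / KCl / MgCl2 / Tween / BSA buffer; 8 min RT; luminescence.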
HttQ103 aggreg – qHTS Multiplex Assay to Identify Dual Action Probes in a Cell Model of Huntington: Aggregate Formation (GFP). PC12 HttQ103-GFP aggregates, Acumen cytometry, 40 h. Potency, µM (series often up to 46.1 µM), for inactives: top-dose activity change, negative = inhibition, most hits filed as inhibitors. actives 1.1% (n = 220,000). AID 1688, 2009; also: potency is read from the fitted curve at half-maximal effect; % is scaled to controls: 0 for no effect and ±100 for the full control effect; nearly all actives have a fitted effect of over 60% in size
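Compounds (qHTS titration) were added to PC12 cells expressing an ecdysone-driven HTT exon 1 Q103–GFP fusion after induction with 100 nM tebufenozide. Aggregate formation was measured as GFP objects in cell lysates.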
HTT cytoprotect – qHTS Multiplex Assay to Identify Dual Action Probes in a Cell Model of Huntington: Cytoprotection (ATP) | PC12 HTT-Q103 induced, cytoprotection, ATP luminescence, 40 h | Potency, µM (top dose mostly 56.4 µM), for inactives: cytoprotection (ATP increase), actives largely listed as activators | actives 0.14% (n = 230,000) | AID 1471, 2008;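 also: potency is read from the fitted curve at half-maximal effect; % of control where 0% means no effect; nearly all actives have a fitted effect of over 45% in size; toxic huntingtin expression switched on by the ecdysone agonist tebufenozide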
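Compounds were screened for protection of PC12 cells against cell death after tebufenozide induction (100 nM final) of mutant Huntingtin exon 1 (Q103) fused to GFP.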
* hit, by the source's call; ? = inconclusive; . = not tested or not shown; [ ] = dose if it differs, or a comment. Unless noted, calls follow the shape of the dose curve; as a rule, active = well fitted curve in the direction sought with a large enough effect; inconclusive = small, poorly fitted or top-dose-only effect, or another doubt; inactive = no such curve, though single readings can be large; an effect the other way counts as inactive or inconclusive.

canonical_smiles,HttQ103 aggreg,IMPase Li cell,Lamin A splicing,KinaseGlo FLuc,CBFb RUNX1 block,SMN2 splice up,HTT cytoprotect
COc1ccc(C(=O)N/N=C/c2c(CO)cnc(C)c2O)cc1,31.6µM*,-5.5%,?,-1.7%,?,-72.7%[inhibitor],-77.2%[inhibitor]
CCNC(=O)c1cc(Br)ccc1Cl,0.2%,21.0%[38.3 µM],13.9%,-2.2%,-4.4%,-19.0%,2.4%
COC(=O)c1[nH]c2ccc(F)cc2c1NC(=O)C1=COCCO1,-4.8%,-7.6%,-9.6%,2.1%,3.6%,6.5%,-15.0%[10 µM]
O=[N+]([O-])c1ccc(Cl)c(S(=O)(=O)NCC2CCCO2)c1 (centres undefined),31.3%,-3.8%,3.4%,-1.7%,-7.4%,9.5%[1.84 µM],-1.6%[10 µM]
CCOc1ccccc1NC(=S)NCCc1ccc(F)cc1,-14.2%,5.8%,-19.3%[46 µM],-0.2%,-5.3%,-4.5%,.
Cc1occc1C(=O)Nc1ccccc1C(=O)O,-12.3%,2.2%[38.3 µM],9.8%,-2.4%,5.7%,-2.7%,-17.3%
COc1ccccc1Oc1coc2c(CN3CCN(C)CC3)c(O)ccc2c1=O,-1.7%,13.4%[38.3 µM],?,-1.4%,13.1%,0.9%,4.7%[0.074 µM]
CCOC(=O)c1c(NC(=O)CSc2nnnn2-c2ccccc2)sc2c1CCC(C)C2 (centres undefined),?,8.1%[38.3 µM],11.7%,-1.5%,1.2%,-0.3%,-0.9%
Fc1cnc(Cl)nc1N1CCN(c2ccccc2)CC1,3.5%[9.22 µM],.,.,.,5.4%,.,25.7%[10 µM]
CC1CN(C(=O)c2cnn3c(C(F)F)cc(-c4ccccc4)nc23)CC(C)O1 (centres undefined),-1.9%,1.6%[38.3 µM],7.8%,-7.7%,6.2%,-2.9%,-6.2%
C=C(C)c1cccc(C(C)(C)NC(=O)NC(c2ccccc2)c2ccc(OC)cc2)c1 (centres undefined),-12.8%,2.2%,2.1%,-1.6%,11.9%,4.7%,3.6%[10 µM]
CCC(=O)NCCc1cc2cc(C)c(C)cc2[nH]c1=O,5.2%,-3.5%[38.3 µM],12.0%,-3.9%,5.1%,-0.3%,-0.4%
COC(=O)C(=C/C=C/c1ccco1)C(=O)OC,-20.3%[9.22 µM],.,.,.,0.3%,.,-6.1%[10 µM]
Cc1cc(=S)cc(C)n1CCCn1ccnc1,6.7%,-7.9%[38.3 µM],?,-2.9%,3.7%,-10.0%,-15.9%[10 µM]
COc1cc(/C=C2/SC(=Nc3ccc(O)cc3)NC2=O)ccc1O,-22.6%[9.22 µM],.,?,.,1.8%,.,-65.6%[inhibitor][10 µM]
O=C(NCc1ccco1)C(c1ccco1)N(CCc1ccccc1)C(=O)Cn1nnc2ccccc21 (centres undefined),30.2%,.,?,.,4.6%,.,-0.9%[10 µM]
CC(C)(C)c1[nH]nc2c1C(c1ccco1)C(C#N)=C(N)O2 (centres undefined),.,5.4%,7.5%[46 µM],-1.9%,1.2%,-3.1%,.
C=CCOc1ccc2c(c1)c(=O)cc(C(=O)O)n2CC,1.5%[9.22 µM],.,8.1%[46 µM],.,-0.2%,.,21.8%[10 µM]
COc1ccc(OCCC(=O)Nc2cc(C)on2)cc1,-15.5%,4.8%[38.3 µM],-0.8%,1.5%,-0.2%,?,12.4%
CNC(=O)NC(=O)C(C)OC(=O)CCCc1nc2ccccc2s1 (centres undefined),-2.4%,6.0%,-2.9%[46 µM],3.7%,-3.4%,19.7%,-0.7%[10 µM]
O=C(CCC1CCCN(C(=O)c2ccoc2)C1)NCc1ccccc1F (centres undefined),-3.6%[9.22 µM],7.0%,5.9%[46 µM],-1.0%,2.5%,.,-4.1%[10 µM]
O=C1CC(c2cccc(Oc3ccccc3)c2)NC(=O)N1 (centres undefined),12.3%,-8.4%[38.3 µM],-3.6%,-2.8%,-4.0%,5.1%,0.2%
CCS(=O)CC(=O)Nc1c(-c2ccccc2)oc2ccccc2c1=O (centres undefined),-5.8%[9.22 µM],.,.,.,5.5%,.,5.0%[10 µM]
Cc1cc2oc3c(c(=O)c2cc1C)C(c1ccc(F)cc1)N(CCCN1CCOCC1)C3=O (centres undefined),?,-4.4%,1.9%,-0.4%,-1.2%,8.8%,-18.2%[10 µM]
COc1cc(/C=N\NC(=O)CNC(=O)C2COc3ccccc3O2)ccc1O (centres undefined),-5.7%,-1.4%,-4.6%,0.4%,0.6%,8.4%,8.4%[10 µM]
COc1ccc(C/C(C)=N/NC(=O)c2cc(C)oc2C)cc1,-11.1%,-3.0%,5.1%,0.7%,-2.1%,-0.7%,-1.0%[10 µM]
Cc1cc(C)c2oc(-c3ccc(C)c(NC(=S)NC(=O)/C=C/c4ccco4)c3)nc2c1,11.6%,1.4%,-4.1%,7.2%,2.3%,15.9%,9.0%[10 µM]
CCOc1ccc(/C=C2\SC(=S)N(NS(=O)(=O)c3ccccc3)C2=O)cc1OC,19.7%[9.22 µM],.,.,.,-11.8%,.,23.5%[10 µM]
Cc1ccc(NC(=O)N2CCCCC2)cc1[N+](=O)[O-],-3.4%[9.22 µM],.,.,.,4.5%,.,-2.0%[10 µM]
O=C(/C=C/c1cccc(Cl)c1)NCc1ccccc1,1.4%,12.1%,4.1%[46 µM],-2.7%,12.2%,3.7%,-35.4%[inhibitor]
COc1ccc(C(N)=O)cc1NC(=O)c1cccc(F)c1,6.6%,-7.6%[38.3 µM],-5.2%,2.3%,2.4%,-11.7%,-20.5%
Cc1ccccc1-c1cc(C(=O)Nc2sc(C(=O)OC(C)C)c(C)c2C#N)c2ccccc2n1,4.47µM*,10.2%[38.3 µM],?,-7.3%,-15.0%,-67.7%[inhibitor],-37.7%[inhibitor]
CCC(C)n1c(-c2cccs2)nc2nc3ccccc3nc21 (centres undefined),2.2%,1.7%[38.3 µM],-13.0%,16.4%,18.9%,-16.0%,6.6%[0.074 µM]
O=C(Cn1nc(-c2ccccc2)c2ccccc2c1=O)Nc1ccccn1,8.5%,14.5%[38.3 µM],-17.7%,-2.7%,-1.9%,1.7%,-0.8%
CC1CCc2cc(F)ccc2N1C(=O)C1(C)CC1(Cl)Cl (centres undefined),-7.4%,28.2%[38.3 µM],8.6%,-4.3%,5.5%,-3.7%,10.2%
Cc1onc(-c2c(Cl)cccc2Cl)c1NC(=O)NN(C)c1ccc([N+](=O)[O-])cn1,-6.3%[9.22 µM],.,.,.,-1.7%,.,-6.8%[10 µM]
COC(=O)c1c(NC(=O)C2SC(=NC3CCCCC3)C(C(N)=O)=C2N)sc2c1CCCC2 (centres undefined),9.7%,11.8%,-11.0%,3.8%,7.6%,7.9%,-2.0%[10 µM]
CC1(C)C=C2[C@H]3CC[C@@H]4[C@@]5(C)CCC(=O)C(C)(C)[C@@H]5CC[C@@]4(C)[C@]3(C)CC[C@@]2(C(=O)O)CC1,10.9%,1.6%,?,-1.5%,-12.9%,-50.4%[inhibitor],.
Cc1ccc(C)c(N(C(=O)Cn2nnc(-c3cccs3)n2)C(C(=O)NC2CCCC2)c2ccncc2)c1 (centres undefined),9.2%,9.6%[38.3 µM],-1.7%,-5.2%,-1.1%,1.7%,34.7%
COC(=O)CSc1nc2c(c(-c3ccc(O)cc3)c1C#N)CCCC2,7.0%[9.22 µM],-2.6%,6.5%[46 µM],-3.0%,-1.8%,-4.3%,-87.6%[inhibitor]

Three entries from above, arranged by the value under HttQ103 aggreg, high to low.
mol	HttQ103 aggreg	IMPase Li cell	Lamin A splicing	CBFb RUNX1 block
CC1(C)C=C2[C@H]3CC[C@@H]4[C@@]5(C)CCC(=O)C(C)(C)[C@@H]5CC[C@@]4(C)[C@]3(C)CC[C@@]2(C(=O)O)CC1	10.9%	1.6%	?	-12.9%
COC(=O)c1c(NC(=O)C2SC(=NC3CCCCC3)C(C(N)=O)=C2N)sc2c1CCCC2 (centres undefined)	9.7%	11.8%	-11.0%	7.6%
O=C(Cn1nc(-c2ccccc2)c2ccccc2c1=O)Nc1ccccn1	8.5%	14.5%[38.3 µM]	-17.7%	-1.9%

Other entries
canonical_smiles,HttQ103 aggreg,IMPase Li cell,Lamin A splicing,KinaseGlo FLuc,CBFb RUNX1 block,SMN2 splice up,HTT cytoprotect
O=c1[nH]c(SCc2nc3ccccc3c(=O)n2-c2ccccc2C(F)(F)F)nc2ccccc12,-11.5%,5.5%,?,-0.2%,-8.9%,-4.9%,-21.3%[10 µM]
COCCn1c(-c2ccc(-c3ccccc3Cl)o2)nc2c1c(=O)[nH]c(=O)n2CC(C)C,-0.1%,.,-1.6%,.,2.7%,.,-3.5%
Cc1ccc(O)c(C2=Nc3ccccc3C2(C)C)c1,18.1%,3.4%,?,-5.7%,?,10.8%,6.2%
C/C(=N\NC(N)=S)c1ccc2c(c1)OCCO2,-2.4%[9.22 µM],.,.,.,-0.9%,.,20.6%[10 µM]
CSCCC(C(=O)N1CC2(C)CC1CC(C)(C)C2)N1C(=O)c2ccccc2C1=O (centres undefined),2.5%,9.2%,3.3%,-0.6%,-1.7%,-8.2%,18.2%[10 µM]
COCCNC(=O)CSc1c2c(nc3ccc(Cl)cc13)CCCC2,?,-11.8%,.,.,-1.6%,.,6.0%[10 µM]
COc1ccc(NC(=S)NC(=O)c2csnn2)cc1,-5.8%[9.22 µM],-0.3%,.,.,-3.1%,.,13.6%[10 µM]
COc1ccc(/C=N/NC(=O)c2cccc(Br)c2)cc1CSc1ccccn1,?,3.5%,?,2.8%,2.1%,-12.3%,-9.1%[10 µM]
c1ccc(-c2cc(-c3nc4ccccc4[nH]3)c3ccccc3n2)cc1,6.1%,-4.6%,?,-1.2%,0.5%,-99.9%[inhibitor],.
COc1ccc(CNC(=O)C/C(C)=N/NC(=O)Cc2ccc(OC)cc2)cc1,19.1%,1.4%,-8.1%,2.5%,8.9%,0.9%,22.8%[10 µM]
CSCCCNC(=S)N1CCc2ccccc2C1,-17.2%,12.0%,.,-0.8%,1.7%,-17.3%,-15.8%
